DAGLB inh: DAGLB lipase inhibitors, primary screen, biochemical, fluorescence, HTS; HEK293T DAGLB membrane lysate, EnzChek fluorogenic substrate; inhibition, % at 5.17 µM; 0.059% of 340,000 active; AID 504411, 2011; in the data active means inhibition above about 34%;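 further: 0% = enzyme with vehicle and 100% = wells lacking enzyme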
Target sequence (Q8NCG7 whole entry, looked up): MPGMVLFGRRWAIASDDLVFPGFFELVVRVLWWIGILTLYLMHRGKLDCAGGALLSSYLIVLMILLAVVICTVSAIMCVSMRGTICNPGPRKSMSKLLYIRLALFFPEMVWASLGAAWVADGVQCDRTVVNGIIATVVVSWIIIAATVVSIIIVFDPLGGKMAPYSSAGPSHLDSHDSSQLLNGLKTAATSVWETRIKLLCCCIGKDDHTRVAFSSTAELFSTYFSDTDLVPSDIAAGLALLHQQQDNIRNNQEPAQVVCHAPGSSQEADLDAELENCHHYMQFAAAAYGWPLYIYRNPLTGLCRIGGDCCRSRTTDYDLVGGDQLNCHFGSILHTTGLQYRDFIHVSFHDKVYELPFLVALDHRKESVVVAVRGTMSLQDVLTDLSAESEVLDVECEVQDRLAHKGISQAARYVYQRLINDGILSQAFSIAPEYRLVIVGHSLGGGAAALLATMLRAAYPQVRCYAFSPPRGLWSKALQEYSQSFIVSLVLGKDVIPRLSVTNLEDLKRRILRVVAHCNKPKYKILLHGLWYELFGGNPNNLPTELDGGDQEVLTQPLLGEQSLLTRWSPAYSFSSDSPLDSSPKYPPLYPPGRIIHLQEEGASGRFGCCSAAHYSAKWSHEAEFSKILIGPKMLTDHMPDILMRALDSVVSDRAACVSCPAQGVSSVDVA
Rtt109 Vps75: inhibitors of C. albicans Rtt109/Vps75 HAT, primary screen, biochemical, ThioGlo CoA-SH fluorescence, plate reader; Histone acetyltransferase RTT109 (Candida albicans (strain SC5314 / ATCC MYA-2876)), …; purified Rtt109/Vps75, 4 h; inhibition, % at 34.9 µM; 0.16% of 330,000 active; AID 540336, 2011;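 active means inhibition of at least 50% in every replicate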
Target sequence (Q5AAJ8 whole entry, looked up): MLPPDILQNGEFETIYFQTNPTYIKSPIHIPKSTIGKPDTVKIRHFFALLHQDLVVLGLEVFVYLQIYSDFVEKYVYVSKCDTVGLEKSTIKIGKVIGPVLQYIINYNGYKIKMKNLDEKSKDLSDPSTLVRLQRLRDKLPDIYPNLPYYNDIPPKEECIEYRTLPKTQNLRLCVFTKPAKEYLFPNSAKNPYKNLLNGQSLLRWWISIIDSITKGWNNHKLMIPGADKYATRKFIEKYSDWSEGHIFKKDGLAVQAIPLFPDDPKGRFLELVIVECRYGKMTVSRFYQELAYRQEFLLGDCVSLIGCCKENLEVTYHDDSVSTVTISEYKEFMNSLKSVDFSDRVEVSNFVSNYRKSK
CAL PDZ FP: CAL PDZ peptide-binding inhibitors, primary screen, biochemical, fluorescence polarization, Cer-tagged CAL PDZ, HTS; Golgi-associated PDZ and coiled-coil motif-containing protein (Homo sapiens), Q9HD26; purified CAL PDZ, TMR-peptide fluorescence polarization, 1 h; inhibition, % at 20 µM; 0.02% of 330,000 active; AID 504414, 2011;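 active means highest replicate inhibition of at least 40%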;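 further: plate controls were DMSO neutral control wells for no effect and unlabeled competitor peptide control wells for full effect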
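Material – purified CerCALP PDZ construct · Detection – FP readout, S and P plane fluorescence · Measure – percent inhibition from loss of millipolarization · Controls – unlabelled peptide for full inhibition, DMSO wells as neutral · Probe or stimulus – TMR-labelled reporter peptide T*-PRC34 bound in PDZ groove · Times – 1 h at RT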
PfHsp90 yeast 2: growth inhibition of PfHsp90-expressing yeast, primary screen, antimalarial PfHsp90 inhibitor project, S. cerevisiae, BacTiter-Glo luminescence, single point, set 2. inhibition, % at 9.4 µM. AID 504621, 2011. 0.32% of 310,000 active. BacTiter-Glo ATP, 48 h; yeast lacking PDR1 and PDR3 efflux regulators;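 active means every replicate shows inhibition above about 80%, whatever the replicate mean, limit read from the data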;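 further: 0% = DMSO neutral controls and 100% = 20 µM radicicol positive controls; yeast relying on Plasmodium falciparum Hsp90 in place of its own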
E coli growth: E. coli V3065 growth inhibition, primary screen, counter-screen for AddAB inhibitor project, absorbance, OD600; inhibition, % at 11.9 µM; 0.27% of 330,000 active; 18 h;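 active means inhibition above the campaign's mean inhibition across all tested compounds plus 3 SD, cut at about 9.9% in these data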;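 further: uninfected addAB+ strain grown without phage in ampicillin broth; 0% = DMSO wells and 100% = ciprofloxacin 0.95 µg/ml wells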
PvdQ acylase: P. aeruginosa PvdQ acylase inhibitors, primary screen, biochemical, fluorescence, plate reader and imaging, single point. AID 488965, 2010. inhibition, % at 10 µM. 0.063% of 340,000 active. purified PvdQ acylase; in the data active means inhibition above about 30%, passing the limit was not always enough;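 further: 0% = vehicle neutral wells and 100% = reference inhibitor wells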
Tat transport: E. coli Tat export inhibitors, primary screen, MC4100, TorA-mCherry reporter, fluorescence, single point; 0.036% of 340,000 active; inhibition, % at 10 µM; AID 488895, 2010;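 active means mean replicate inhibition at least 50% and at least half of replicates individually reaching 50%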;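 further: exported cargo escapes ClpAP degradation while cytoplasmic cargo is degraded and loses fluorescence; 0% = median of neutral control wells and 100% = median of NaSCN control wells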
AddAB inh: growth inhibition of E. coli expressing H. pylori AddAB, primary screen, AddAB inhibitor project, absorbance | inhibition, % at 11.9 µM | 0.29% of 330,000 active | AID 435030, 2010; in the data active means inhibition above about 12%;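 further: 0% = vehicle wells of infected cells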
Wnt bcat act: Wnt/beta-catenin pathway activators, primary screen, cell-based, plate reader, single point; activation, % at 9.35 µM; Wnt/beta-catenin reporter cell assay, activator; 1.2% of 300,000 active; in the data active means activation above about 30%, passing the limit was not always enough;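 further: 0% = neutral control wells and 100% = positive control wells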
phage Ecoli inh: growth loss of phage-infected E. coli, primary screen, RecBCD inhibitor project, absorbance, with phage, HTS; AID 651602, 2012; 0.26% of 360,000 active; inhibition, % at 11.9 µM; in the data active means inhibition above about 11%
Active calls of the source: *; nt = not tested or not shown; & = joins results of further samples.

SMILES	DAGLB inh	Rtt109 Vps75	CAL PDZ FP	PfHsp90 yeast 2	E coli growth	PvdQ acylase	Tat transport	AddAB inh	Wnt bcat act	phage Ecoli inh
Nc1nc2ccccc2n1Cc1ccc(Cl)c(Cl)c1	2.7	-5.5	nt	-13.4	3.3	-12.4	13.4	3.0	-3.3	-1.7
CCOCCCNC(=O)c1c[nH]c2cc(OC)ccc2c1=O	1.8	2.2	-2.6	42.3	-0.1	-5.7	-5.2	0.3	0.5	1.8
CCCCC(=O)NC(c1ccccc1Cl)c1ccc2cccnc2c1O (stereo not drawn)	8.9	2.4	-0.2	57.8	27.7*	2.8	-0.9	18.7*	-1.9	21.4*
CN(C)/C=C1\SC(=S)N(N2C(=O)C3C4C=CC(C4)C3C2=O)C1=O (stereo not drawn)	1.0	30.2	-0.3	18.1	1.6	9.3	-5.4	2.6	-1.9	4.4
CCc1cc(=O)oc2c(C)c(O[C@@H]3O[C@H](CO)[C@@H](O)[C@H](O)[C@H]3O)ccc12	-2.3	5.7	-1.7	-4.7	0.5	-17.6	-5.4	-2.2	-1.0	1.5
Cc1csc(NC(=O)c2cc(-c3ccco3)nc3ccccc23)n1	11.4	-0.6	-4.6	-1.0	-2.5	-7.3	-3.8	-1.9	-2.2	1.6
CCCCC(=O)N/N=C/c1sccc1C	4.5	-4.1	0.2	18.2	-1.0	0.3	0.4	-0.9	3.8	3.2
COc1cc(Cc2cc(N)nc(N)n2)cc(OC)c1OC	-2.6	-3.2	nt	29.6	101.3*	-15.1	-6.6	101.2*	-2.1	94.6*
CCN(CC)c1ccc(NC(=O)CSc2nc3ccccc3c(=O)n2-c2cc(S(=O)(=O)N(C)C)ccc2C)cc1	-4.2	2.1	-1.3	-9.2	-1.5	8.1	3.2	0.2	4.6	3.7
COc1ccc(C(=O)N(CCCO)Cc2cc3c(C)ccc(C)c3[nH]c2=O)cc1OC	-1.4	6.4	-0.3	8.7	nt	-6.3	-2.2	nt	nt	2.4
CCN(CC(=O)Nc1c(F)cccc1F)C(=O)CCNC(=O)c1ccc([N+](=O)[O-])cc1	-0.6	-2.8	-1.5	-6.9	3.9	-5.9	3.8	0.5	-0.9	0.9
O=C(COc1c(Cl)cccc1Cl)Nc1ccccc1N1CCCC1	-7.5	-6.2	-1.3	-10.5	-4.4	-5.9	5.7	4.5	2.4	3.5
Cc1ccc(NS(=O)(=O)c2ccc3c(c2)CCC(=O)N3)cc1	-0.3	4.8	-0.3	8.6	-0.9	7.0	-9.9	1.6	-0.9&0.3	-2.3&0.9
O=C(Nc1ccc2c(c1)OCO2)c1ccc(N2CCCC2)c([N+](=O)[O-])c1	3.9	4.7	0.4	-6.3	0.0	1.8	1.0	6.4	nt	6.0
Fc1ccc(Nc2nc(N3CCOCC3)nc(N3CCOCC3)n2)cc1	-2.8	-3.2	-2.6	-5.3	-0.6	2.9	-10.7	2.1	0.2	2.4
COc1ccc(C2=NOC(C(=O)NCc3cccs3)C2)cc1 (stereo not drawn)	0.6	-10.9	0.1	8.3	0.0	-4.7	1.3	0.7	0.0	2.6
CC(C)NC(=S)Nc1ccc2cn[nH]c2c1	1.1	-2.5	-0.4	29.0	-3.6	-15.6	-0.6	0.2	-1.2	-0.2
COc1ccc(NC(=O)c2cc(SC)ccc2Cl)cc1	0.0	2.1	-1.4	1.0	0.1	-0.1	6.8	1.1	nt	4.2
COc1ccc(Cl)cc1-c1n[nH]c(=S)n1C1CCCCC1	2.1	3.2	-2.7	-3.3	0.6	-1.6	9.7	0.9	-3.9	0.8
O=C(O)CCC(=O)N1N=C(c2c(-c3ccccc3)c3cc(Cl)ccc3[nH]c2=O)CC1c1cccs1 (stereo not drawn)	8.6	17.8	-7.8	2.9	1.1	-10.8	-2.7	1.4	-1.6	4.1
CC(C)(C)C(=O)NCCN1CCN(C(=O)C(C)(C)C)CC1	-0.6	-5.1	-1.4	3.4	1.5	3.8	1.3	0.2	-2.8	2.8
CCOC(=O)/C=c1\s/c(=C\c2ccc(C#N)cc2)c(=O)n1CC(=O)Nc1cccc(C)c1C	0.5	-3.8	-0.5	-6.6	-2.8	-14.0	-3.7	4.6	nt	nt
O=C(c1cc(-c2ccccc2)on1)N1CCN(Cc2ccc3c(c2)OCO3)CC1	-0.2	3.7	-1.7	7.0	1.6	0.2	2.4	0.5	-0.5	2.5
Cc1c(C(=O)C(=O)NCCC2=CCCCC2)c2ccccc2n1C	-3.0	17.3	-1.5	17.1	-1.6	10.8	-3.6	0.8	-1.6	5.8
Cc1ccc(O)c(CCc2ccccc2)n1	-0.6	1.6	-2.9	-11.9	-1.7	-6.4	-4.0	-2.0	0.9	3.4
More records.
SMILES	DAGLB inh	Rtt109 Vps75	CAL PDZ FP	PfHsp90 yeast 2	E coli growth	PvdQ acylase	Tat transport	AddAB inh	Wnt bcat act	phage Ecoli inh
O=S(=O)(NCc1ccccc1)c1cccs1	-2.1	6.5	-0.4	-6.3	-1.9	-2.3	-1.4	-4.1	nt	1.0
CCSc1nc(C)nc2c1oc1ccccc12	-7.0	-18.9	-0.5	9.6	2.5	-10.2	-7.1	-1.4	nt	2.6
COc1cccc(C(=O)/C=C/Nc2ccc(S(=O)(=O)Nc3ncccn3)cc2)c1	3.2	5.2	-1.7	-37.4	2.8	-9.2	1.1	7.7	nt	-3.4
COC(=O)[C@@]1(Cc2ccc(OC)cc2)[C@H]2c3cc(C(=O)N(C)C)[nH]c3C[C@H]2CN1C(=O)c1ccccc1	0.9	-1.4	-0.5	nt	-0.8	-5.4	0.1	3.0	-1.9	-0.1
COc1cc(C=NNC(=O)c2cccnc2)ccc1OC(=O)c1ccccc1F	1.3	-3.0	-4.1	-7.9	-1.2	-6.6	3.3	-1.9	0.0	-0.5
CCOc1cc(CNc2cccc3[nH]c(C)nc23)ccc1OC	1.3	-26.1	-0.2	5.8	-2.2	-8.8	-5.4	0.2	0.8	1.9
CN1CCN(c2ccc(-c3ccnn3C(=O)Nc3cccc(C(F)(F)F)c3)cc2)CC1	-1.7	13.0	-1.8	-11.1	3.3	3.4	-4.6	0.4	28.1	4.3
O=C(OCC(=O)N1CCCC1=O)c1nc(Cl)c(Cl)c(Cl)c1Cl	-5.9	-7.0	-2.0	-8.0	-6.0	-10.6	-2.1	-1.6	0.4	-4.4
COc1ccccc1/C=C/C=N/NC(=O)CN1CCN(Cc2ccccc2)CC1	-1.0	-2.2	-1.0	-7.4	2.5	-7.2	-5.0	0.9	3.9	3.0
COc1ccc(/C=N/N(Cc2ccccc2)c2ccccc2)cc1O	2.3	-2.9	0.5	-37.3	1.0	-5.0	9.0	2.8	5.9	2.4
O=C(/C=C/c1ccccc1Cl)N(Cc1ccccc1)C1CCS(=O)(=O)C1 (stereo not drawn)	1.1	-5.8	-3.9	0.1	4.4	12.6	0.7	3.5	nt	1.8
O=C(Nc1ccncc1)Nc1ccc(F)c(Cl)c1	-1.8	-0.4	-1.0	-2.2	0.9	5.2	-2.6	3.8	-1.6	6.3
CC(=O)Nc1ccc(NC(=O)c2ccccc2N(C)S(=O)(=O)c2ccc(C)cc2)cc1	-2.8	11.5	-1.5	-0.9	-1.3	1.5	0.3	-1.8	-0.9	0.9
C/C(=N\NC(=O)CSc1ncccn1)c1ccc2c(c1)OCCO2	-0.1	6.4	-2.2	-4.7	-3.3	-11.3	-9.2	1.5	nt	nt
COc1ccc2[nH]c(C)c(C(=O)CN3CCN(C(=O)c4ccco4)CC3)c2c1	1.2	6.8	-0.3	24.8	-1.9	-1.8	-0.5	0.6	-6.0	3.3
Cn1nc(C(=O)N2CCCC2)c2ccccc2c1=O	-0.7	-7.3	-0.4	nt	3.1	-1.8	3.0	0.5	nt	-0.2
O=C(N/N=C/c1ccc(-n2ccnc2)cc1)c1cccs1	-0.9	6.6	-2.9	23.6	2.1	-2.1	-4.0	1.3	17.8	0.6
CCC(=O)N=c1sc2c(OC)ccc(OC)c2n1C	0.4	3.2	0.7	-31.1	-0.6	-7.4	-5.4	1.2	3.4	1.9
O=c1c2ccccc2nc(SCc2cccc(F)c2)n1Cc1ccco1	-1.3	-2.6	-2.0	18.9	0.2	-4.4	4.3	4.6	nt	0.6
CCCN(CC1CC1)C(=S)NC(=O)c1cc(Br)ccc1Cl	-2.4	31.2	-2.1	-21.6	nt	8.1	3.4	nt	-4.4	1.0
CCOC(=O)C1=NN(c2cccc(Cl)c2)C2=NC(C)=C(C(=O)OC)C(c3cccs3)N12 (stereo not drawn)	-4.5	-16.4	0.0	nt	-2.5	-14.2	3.3	-1.9	-2.6	0.6
C/C(Cc1ccccc1)=N\NC(=O)CNC(=O)c1ccc(C(C)(C)C)cc1	3.5	12.1	-2.5	-2.5	-1.5	0.7	1.6	-0.2	1.1	3.8
C=CCn1c(SCC(=O)Nc2cc(C)on2)nc2sc3c(c2c1=O)CCCC3	1.1	-7.5	0.1	3.3	0.2	-5.4	-4.1	1.5	nt	2.0
CCN(CC)CCCNC(=O)C1CCC(=O)N(c2ccc(OC)cc2)C1c1ccc(F)cc1 (stereo not drawn)	-1.2	-3.3	-1.4	-22.1	-0.4	-7.4	-9.9	3.0	nt	2.0
O=c1[nH]c(=S)c2c(n1-c1ccccc1)CCC2	1.6	nt	-3.3	-8.5	0.0	-6.5	4.6	1.4	1.2	2.5
CCCCCCC1CC(CCC(=O)Nc2ccc([N+](=O)[O-])cc2)C(=O)O1 (stereo not drawn)	1.9	-13.6	-0.6	14.8	1.8	-0.3	-4.7	3.6	nt	3.4
Cc1cc(C)c(Cc2c(C)nc3c(C(=O)NCc4ccco4)cnn3c2C)c(C)c1	-7.5	-6.7	nt	-36.2	-1.2	-12.5	17.2	0.2	-0.3	1.4
COc1ccccc1C(=O)NC(CCSC)C(=O)NNC(=O)c1ccc(F)cc1 (stereo not drawn)	-0.9	-1.7	0.4	10.0	1.4	2.6	12.4	-2.8	-2.1	1.4
COc1ccc(N(CC(=O)Nc2cc(C(=O)O)ccc2C)S(=O)(=O)c2c(C)noc2C)cc1	-0.6	-5.1	-0.4	-17.3	0.9	4.8	-4.4	1.7	-2.6	3.4
COc1ccc(CCC(=O)N(c2nnc(-c3cccnc3)s2)C(C)C)cc1	-1.6	nt	-1.4	7.7	-3.0	-12.4	4.7	2.2	-6.4	3.6

Not a retest: an excerpt of the list.
SMILES	DAGLB inh	Rtt109 Vps75	CAL PDZ FP	PfHsp90 yeast 2	E coli growth	PvdQ acylase	Tat transport	AddAB inh	Wnt bcat act	phage Ecoli inh
Cc1cc(C)c(Cc2c(C)nc3c(C(=O)NCc4ccco4)cnn3c2C)c(C)c1	-7.5	-6.7	nt	-36.2	-1.2	-12.5	17.2	0.2	-0.3	1.4
COc1ccccc1C(=O)NC(CCSC)C(=O)NNC(=O)c1ccc(F)cc1 (stereo not drawn)	-0.9	-1.7	0.4	10.0	1.4	2.6	12.4	-2.8	-2.1	1.4
COc1ccc(N(CC(=O)Nc2cc(C(=O)O)ccc2C)S(=O)(=O)c2c(C)noc2C)cc1	-0.6	-5.1	-0.4	-17.3	0.9	4.8	-4.4	1.7	-2.6	3.4
COc1ccc(CCC(=O)N(c2nnc(-c3cccnc3)s2)C(C)C)cc1	-1.6	nt	-1.4	7.7	-3.0	-12.4	4.7	2.2	-6.4	3.6

Screening results as filed in PubChem BioAssay.
